NOD2-RIPK2 inh: inhibitors of human NOD2-RIPK2 interaction; CHO BLA complementation NOD2-RIPK2, CCF4 ratio; actives 0.38% (n = 360,000); inhibition, % at 4.98 µM; AID 624267; O43353; in the data active means inhibition above about 21%;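 further: 0% = vehicle only and 100% = reference blocker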
C8 TRAIL sens: caspase-8 TRAIL sensitization. inhibition (viability loss, TRAIL sensitization), % at 10 µM. AID 624354. NB7+C8 cells + TRAIL, ATPlite viability luminescence. actives 1% (n = 360,000);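 active means compounds causing at least 50% loss of cell viability in the single-dose screen, relative to plate controls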
Vif inh: inhibitors of HIV Vif; HEK293T cells, Vif self-association by quenched fluorescence, imaging, 24 h; inhibition, % at 7.49 µM; actives 0.35% (n = 340,000); AID 602346; in the data active means inhibition above about 50%, passing the limit was not always enough; further: some results filed as inactive read as strong as hits
NR2F2 inh: blocks human COUP-TFII nuclear receptor. P24468. inhibition, % at 8.6 µM. actives 0.7% (n = 370,000). HEK293T NGFI-A luciferase reporter, luminescence;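 active means inhibition above a per-plate cutoff, mean inhibition of test wells between control levels plus 3 SD, cut at about 38% in these data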;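 further: cells cotransfected with COUP-TFII expression vector driving the NGFI-A reporter; 0% = median of COUP-TF2 test wells and 100% = reporter-only cells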
Target sequence (P24468 whole entry, looked up): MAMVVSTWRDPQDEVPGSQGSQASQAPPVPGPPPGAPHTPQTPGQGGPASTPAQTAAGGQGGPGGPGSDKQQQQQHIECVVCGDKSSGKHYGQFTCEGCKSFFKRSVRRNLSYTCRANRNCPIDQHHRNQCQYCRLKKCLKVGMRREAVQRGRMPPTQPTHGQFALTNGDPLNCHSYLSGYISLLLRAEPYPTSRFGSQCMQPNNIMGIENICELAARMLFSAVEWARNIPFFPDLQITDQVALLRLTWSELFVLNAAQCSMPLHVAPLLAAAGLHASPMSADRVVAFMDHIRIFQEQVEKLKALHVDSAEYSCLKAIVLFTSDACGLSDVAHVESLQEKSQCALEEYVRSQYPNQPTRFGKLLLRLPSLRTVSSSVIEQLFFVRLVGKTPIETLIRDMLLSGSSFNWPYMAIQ
LRH-1 inv ag: inverse agonists of human LRH-1 (NR5A2). O00482. HEK293T StAR-luciferase reporter, LRH-1 transfected, 24 h. inhibition, % at 3.6 µM. actives 0.13% (n = 360,000);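 active means inhibition above the mean inhibition of all tested compounds plus 3 SD, cut at about 73% in these data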;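 further: 0% = DMSO wells and 100% = reporter-only cells lacking LRH-1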
Target sequence (O00482 whole entry, looked up): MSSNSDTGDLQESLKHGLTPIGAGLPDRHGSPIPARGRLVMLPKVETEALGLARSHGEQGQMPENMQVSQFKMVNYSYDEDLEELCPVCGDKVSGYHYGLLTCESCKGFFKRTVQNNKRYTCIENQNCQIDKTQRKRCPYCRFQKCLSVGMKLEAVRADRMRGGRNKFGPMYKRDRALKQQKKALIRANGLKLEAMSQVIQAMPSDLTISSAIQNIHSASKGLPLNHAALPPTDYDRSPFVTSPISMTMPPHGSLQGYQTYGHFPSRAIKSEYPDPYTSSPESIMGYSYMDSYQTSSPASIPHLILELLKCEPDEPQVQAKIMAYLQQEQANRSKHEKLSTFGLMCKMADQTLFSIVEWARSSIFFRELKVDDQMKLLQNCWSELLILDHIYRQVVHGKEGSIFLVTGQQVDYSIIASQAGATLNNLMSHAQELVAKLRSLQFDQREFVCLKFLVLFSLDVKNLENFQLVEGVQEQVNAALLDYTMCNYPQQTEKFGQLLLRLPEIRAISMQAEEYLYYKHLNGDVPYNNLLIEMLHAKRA
TROY NFkB inh: blocks TROY-dependent signaling in reporter cells; inhibition, % at 10 µM; actives 0.98% (n = 360,000); Q293 LMP1-TROYcd NF-kB luciferase reporter, 4 h;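 active means compounds whose plate-normalised and pattern-corrected inhibition of the luciferase reporter signal at the single screening dose is 50% or more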
NCOA2 inhibitor: human SRC2 (NCOA2) inhibition; HEK293 GAL4-SRC2 luciferase reporter, luminescence; inhibition, % at 9 µM; actives 0.17% (n = 370,000); AID 651957;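 active means inhibition above the mean inhibition of all tested compounds plus 3 SD, set per campaign, cut at about 52% in these data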;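 further: 0% = DMSO treated cells and 100% = cells given Gossypol at 36 µM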
NCOA3 inh: human NCOA3 inhibition; HEK293 GAL4-SRC3 luciferase reporter, luminescence; Q9Y6Q9; AID 588352; inhibition, % at 3.6 µM; actives 0.17% (n = 360,000);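 active means inhibition above a per-campaign cutoff, the mean of all compounds plus 3 SD, cut at about 60% in these data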;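 further: 0% = DMSO-treated cells and 100% = gossypol-treated cells at 36 µM; higher means less SRC3-driven luciferase light from the GAL4 reporter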
TLR9-MyD88 inh: blocks human TLR9 binding to MyD88; Q9NR96+Q99836; CHO BLA complementation TLR9-MyD88, CCF4 FRET ratio; inhibition, % at 4.98 µM; actives 0.21% (n = 340,000); AID 504734;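 active means inhibition above the mean over all tested compounds plus 3 SD, cut at about 21% in these data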;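 further: 0% = DMSO only wells and 100% = clavulanate BLA inhibitor control wells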
NCOA1 inh: human NCOA1 inhibition | actives 0.12% (n = 360,000) | HEK293 GAL4-SRC1 luciferase reporter, luminescence | AID 588354 | Q15788 | inhibition, % at 3.6 µM;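 active means inhibition above the campaign mean plus 3 SD, with each screening campaign given its own cutoff, cut at about 60% in these data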;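 further: 0% = DMSO treated cells and 100% = gossypol at 36 µM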
LMP1 NFkB inh: inhibitors of Epstein-Barr LMP1-induced NF-kappaB reporter. LMP1-induced NF-kappaB luciferase reporter cells, luminescence. inhibition, % at 12.5 µM. actives 0.69% (n = 350,000); in the data active means inhibition above about 41%;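 further: 0% = neutral control wells and 100% = reference inhibitor control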
Numbers without * were called inactive; / = no result given; & = joins results of further samples.

SMILES | NOD2-RIPK2 inh | C8 TRAIL sens | Vif inh | NR2F2 inh | LRH-1 inv ag | TROY NFkB inh | NCOA2 inhibitor | NCOA3 inh | TLR9-MyD88 inh | NCOA1 inh | LMP1 NFkB inh
CC(C)C(=O)Nc1ccc(N2CCCC2)c(Cl)c1 | -5 | 0 | 5 | -21 | -14 | 7 | -15 | -28 | -4 | -34 | -1
Cc1ccc(CNC(=O)C2CCC(=O)N(CCc3cccc(F)c3)C2)s1 (stereo unspecified) | 7 | 13 | -3 | 15 | 10 | -18 | -12 | -2 | -6 | 7 | 2
Cn1c2ccccc2c(=O)c2c(=O)n(Cc3ccco3)c(COc3ccccc3)nc21 | -15 | 37 | -4 | 14 | -19 | -8 | -29 | 5 | -8 | -11 | 12
CC1=NN(/C(=N\c2nnc(C)s2)Nc2ccccc2)[C@H](c2ccc(C)cc2)S1 | 3 | 23 | / | 10 | 6 | -7 | -12 | 3 | 11 | -6 | -7
NC(CCc1ccccc1)c1csc(Nc2ccc(C(=O)NCCO)cc2)n1 (stereo unspecified) | -3 | -1 | -5 | 10 | -5 | 10 | 13 | 5 | / | 12 | /
COc1ccc(-c2nnc(SCCC(=O)O)n2-c2ccccc2)cc1 | 6 | 4 | 3 | 5 | -5 | -8 | 15 | 27 | 14 | -23 | -1
CCn1c(SCC(=O)c2ccccc2)nnc1-c1cc2cc(Br)ccc2o1 | -13 | 17 | -18 | -4 | -1 | 37 | -8 | 11 | 5 | 1 | -7
O=C(CCc1ccccc1)NCC1(c2ccccc2)CCCC1 | 2 | -1 | -8 | -7 | -8 | -8 | 8 | -13 | 0 | 5 | -10
COc1cc(C2Nc3ccc4ncccc4c3C3=C2C(=O)CCC3)ccc1O (stereo unspecified) | -5 | 9 | 0 | -21 | 11 | -24 | -70 | -2 | -1 | -34 | -13
CC1CCC(C(C)C)C(OC(=O)Cn2c(-c3ccc(Cl)cc3)[n+](C)c3ccccc32)C1 (stereo unspecified) | 1 | 51* | -2 | 4 | 26 | 19 | 7 | 31 | 6 | 18 | 10
COc1ccc(NC(=O)c2ccc(C)cc2Cl)c([N+](=O)[O-])c1 | -6 | 23 | -8 | -35 | -91 | -49 | -27 | -58 | 6 | -74 | -24
Cc1cc(NC(=O)c2cc3cc([N+](=O)[O-])ccc3s2)no1 | -3 | -11 | -1 | 6 | 6 | -7 | 6 | -4 | -1 | -5 | 0
CC1(C)CC(=O)C(CCCN2C(=O)c3ccccc3C2=O)C(=O)C1 | 9 | -24 | / | 6 | 5 | -9 | -20 | -3 | -13 | 7 | -5
Cc1ccc(-c2[nH]ncc2CNCCc2cnn(-c3ccccc3)c2)cc1C | 3 | -23 | -4 | 11 | 10 | 12 | -15 | 4 | -3 | -5 | 0
COc1ccc(S(=O)(=O)N2CCCC(C(=O)NCc3ccccn3)C2)cc1Cl (stereo unspecified) | -1 | 13 | 3 | 0 | -8 | -4 | 4 | -28 | -2 | 11 | -13
CC(OC(=O)c1nc(Cl)ccc1Cl)C(=O)Nc1ccccc1F (stereo unspecified) | 0 | -5 | 0 | -8 | 13 | 1 | 3 | 21 | 12 | -11 | 0
Cc1ccc(C)c(S(=O)(=O)NCc2ccncc2)c1 | 8 | -3 | -5 | 43* | 11 | -1 | 28 | 11 | -1 | 1 | 14
COc1ccc(-n2c(SCC(=O)N(C)c3ccccc3)nc3c([nH]c4ccccc43)c2=O)cc1OC | 1 | 7 | 10 | 3 | 6 | 6 | -4 | -10 | -2 | -23 | -28
CC(C)c1cc(C(=O)Nc2sc3c(c2C#N)CCC3)no1 | -1 | 14 | 10 | / | -31 | -54 | / | -17 | 0 | -40 | -3
COc1cc(C(=O)N2CCC3(CC2)NCCc2[nH]cnc23)cc(OC)c1OC | 1 | -17 | -4 | -8 | -5 | 6 | 0 | -8 | -7 | 7 | 4
CCCCC(=O)Nc1nn(CC(C)C)c2nc3ccccc3cc12 | -3 | 0 | -16 | 3 | -9 | 2 | 19 | 19 | -6 | -28 | 5
CC(=O)Nc1ccc(S(=O)(=O)Nc2nc3ccccc3nc2Nc2ccc(O)c(C(=O)O)c2)cc1 | 7 | -7 | -6 | 1 | 13 | 0 | -9 | 7 | -5 | 15 | -3
Cc1ccc(NC(=O)CSc2nn3c(=O)c(C)nnc3s2)cc1Cl | -11 | 4 | -3 | -8 | 8 | -11 | 5 | 23 | 5 | 9 | 1
Cc1ccccc1C(=O)NN1CC(C(=O)OCc2ccc(Cl)c(Cl)c2)CC1=O (stereo unspecified) | 8 | 8 | 5 | 0 | 21 | 8 | -7 | -1 | -5 | -16 | 2
CC(C)N(Cc1ccccc1)C(=O)/C=C/c1ccccc1[N+](=O)[O-] | 2 | 2 | / | 7 | 28 | 5 | -17 | -2 | -2 | 6 | -3
NC1=C(Br)C(=O)c2ncccc2C1=O | -15 | 95* | 0 | 81* | 95* | 68* | 75* | 88* | 0 | 83* | 70*
CCc1nnc(NC(=O)c2ccc(Cl)c(S(=O)(=O)N3CCc4ccccc4C3)c2)s1 | 10 | 12 | -19 | 4 | 2 | 55* | -1 | 1 | -1 | -5 | 6
O=c1[nH][nH]c(-c2ccccc2)c1C=Nc1ccccc1 | 4 | 9 | 13 | 1 | 5 | 9 | -2 | 0 | 1 | -25 | -4
CS/C(=N\S(=O)(=O)c1cccs1)Nc1ccc(Br)cc1F | -3&-7 | -25&-1 | -7&-2 | 17&14 | 1&10 | 6&26 | 16&6 | 0&16 | 6&0 | 10&-4 | 3&1
COc1ccc(C(=O)N/C(=C\c2cccc([N+](=O)[O-])c2)C(=O)Nc2cccc(C(=O)O)c2)cc1 | -10 | 0 | 2 | -10 | -9 | -11 | 4 | 2 | 1 | 3 | -7
C=CCN(c1ccccc1)S(=O)(=O)c1cccc(C(=O)Nc2ccc(N3CCOCC3)cc2)c1 | -3 | 8 | / | 6 | -21 | 30 | 1 | 17 | -5 | 4 | -8
CCN(C(=O)COC(=O)c1[nH]c(C)c(C(C)=O)c1C)C1CCS(=O)(=O)C1 (stereo unspecified) | 2 | 4 | 19 | 1 | 10 | 12 | -4 | -21 | -4 | -14 | -6
O=C(O)CCc1ccc(-c2cccs2)o1 | -12 | -1 | -1 | / | 7 | -7 | / | 15 | 6 | -5 | 9
COC(=O)C1CCN(c2ccc([N+](=O)[O-])cc2[N+](=O)[O-])CC1 | 6 | -4 | 2 | 1 | -6 | 4 | 32 | 19 | 8 | 6 | 7
COc1ccc(C(=O)COC(=O)c2ccc3c(c2)OCCO3)c(OC)c1 | 5 | 14 | / | -2 | -14 | -74 | 3 | -74 | -2 | -12 | -18
CCOC(=O)C1=C(O)C(=O)C(C(=O)OCC)C1 (stereo unspecified) | 4 | -10 | -2 | 2 | 1 | -1 | -9 | -11 | 0 | 2 | -4
O=C(CSCc1ccc(Br)cc1)N1CCOCC1 | 2 | -8 | -6 | 7 | -28 | -15 | -23 | 6 | -1 | -21 | 2
CC(=O)Nc1sc2c(c1C(c1cccc(F)c1)N1CCN(CCO)CC1)CCCC2 (stereo unspecified) | -6 | 1 | 0 | -7 | 5 | -7 | -20 | -57 | -4 | -11 | -4
O=C(NCc1ccccc1C(F)(F)F)C1CC(c2ccccc2C(F)(F)F)=NO1 (stereo unspecified) | -4 | -14 | / | 3 | 0 | -10 | -30 | 10 | 4 | -3 | 1
COc1ccc(C(=O)Nc2nc(OCC(F)(F)F)cnc2/C=C\c2ccccc2)c(OC)c1 | 2 | -1 | 5 | 20 | -16 | 2 | 7 | 2 | / | -11 | /
CCN1C(=O)[C@@H]2[C@@H](c3ccc(-c4ccc(Cl)c(Cl)c4)cc3)N3CCC[C@@]3(C(=O)OC)[C@@H]2C1=O | -12 | 12 | -1 | 27 | 3 | 14 | -17 | -3 | -8 | 11 | 75*
CCCc1cc(C(=O)NC2CCCCC2)no1 | 2 | 9 | -9 | -24 | -86 | -48 | -40 | -57 | 6 | -82 | -21

Filtered by structure, the compounds so far containing a thiophene ring, fused or not.
SMILES | NOD2-RIPK2 inh | C8 TRAIL sens | Vif inh | NR2F2 inh | LRH-1 inv ag | TROY NFkB inh | NCOA2 inhibitor | NCOA3 inh | TLR9-MyD88 inh | NCOA1 inh | LMP1 NFkB inh
Cc1ccc(CNC(=O)C2CCC(=O)N(CCc3cccc(F)c3)C2)s1 (stereo unspecified) | 7 | 13 | -3 | 15 | 10 | -18 | -12 | -2 | -6 | 7 | 2
Cc1cc(NC(=O)c2cc3cc([N+](=O)[O-])ccc3s2)no1 | -3 | -11 | -1 | 6 | 6 | -7 | 6 | -4 | -1 | -5 | 0
CC(C)c1cc(C(=O)Nc2sc3c(c2C#N)CCC3)no1 | -1 | 14 | 10 | / | -31 | -54 | / | -17 | 0 | -40 | -3
CS/C(=N\S(=O)(=O)c1cccs1)Nc1ccc(Br)cc1F | -3&-7 | -25&-1 | -7&-2 | 17&14 | 1&10 | 6&26 | 16&6 | 0&16 | 6&0 | 10&-4 | 3&1
O=C(O)CCc1ccc(-c2cccs2)o1 | -12 | -1 | -1 | / | 7 | -7 | / | 15 | 6 | -5 | 9
CC(=O)Nc1sc2c(c1C(c1cccc(F)c1)N1CCN(CCO)CC1)CCCC2 (stereo unspecified) | -6 | 1 | 0 | -7 | 5 | -7 | -20 | -57 | -4 | -11 | -4

Compound activity (PubChem)

Not all compounds are listed; count on the stated rates, not on these rows.
